# Compound activity deposited in PubChem BioAssay by University of Kansas High Throughput Screening Laboratory.
# mHTT CaM bind – inhibitors of human mutant huntingtin-calmodulin interaction; P42858; AlphaScreen His-mHTT/GST-CaM binding, luminescence; inhibition, % at 15 µM; 190,000 tested, 3.6% active; AID 1671202;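 further: 0% = both proteins with DMSO and 100% = one protein alone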
# Pf apPOL block – Pf-apPOL DNA polymerase inhibition; Recombinant Pf-apPOL, molecular beacon fluorescence, 1.5 h; inhibition, % at 10 µM; 210,000 tested, 0.25% active
# An asterisk follows results filed as active; i = inactive; / = no result given; & = joins results of further samples. No stated cut-off is given here; in the data, active means inhibition above about 50%; inactive means the rest.
molecule	mHTT CaM bind	Pf apPOL block
O=C(Sc1ccc(C(F)(F)F)cn1)C(=Cc1cccs1)c1ccsc1	/	-10
COc1ccc(Br)cc1CN1CCCC(C(=O)N2CCN(C)CC2)C1 (configuration not stated)	-2	-1
CCOc1ccc(NC(=O)C(C(C)C)N2C(=O)c3ccccc3C2=O)cc1 (configuration not stated)	-1	-1
CCOC(=O)c1cc(C(C)=NOC(=O)c2ccc(Cl)cc2)on1	/	-2
COc1ccccc1N=Cc1c(O)ccc2oc3c(c12)CCCC3	3	-2
Cc1c(Cl)cccc1NC(=O)C(=O)NCc1cccs1	2	4
CCc1ccc(NC(=O)C2CC(=O)N(c3ccccc3)C2)cc1 (configuration not stated)	-19&-5	-1&10
COc1cccc(CNC(=O)C2CCCN(C(=O)c3cc(C)cc(C)c3)C2)c1 (configuration not stated)	-3	3
CC(C)C(=O)Nc1ccc(C2(C(=O)N3CCN(c4ccccn4)CC3)CCCCC2)cc1	28	4
CS(=O)(=O)N(CC(=O)Nc1ccccc1C(=O)NC1CCCCC1)c1ccccc1F	2	-7
O=C(Nc1ccc(O)c(-c2nc3ccccc3o2)c1)c1cc(Br)ccc1Cl	-2	-5
COc1ccccc1-c1nc(Cn2cccc(S(=O)(=O)N3CCCC3)c2=O)no1	-2	-5
COc1cc(C(=O)O/N=C2\C=CC(=O)C=C2C)cc(OC)c1OC	i	0
CC1CCc2nn(CC(=O)Nc3ccc(F)cc3)cc2C1 (configuration not stated)	-8	-3
COCC(=O)N1CCC(c2cc(N)on2)CC1	-7	3
Cc1ccc(NC(=O)CSc2ncn[nH]2)cc1	0&-9	-3&-19
C#CCOc1ccc(C2C(C#N)=C(N)Oc3cc4c(cc32)OCO4)cc1OC (configuration not stated)	3	5
O=C1CC(NC2CCCCC2)C(=O)N1c1ccc(Br)cc1 (configuration not stated)	2	-6
O=C(Cn1cnc(-c2ccc(Cl)cc2)cc1=O)NCC1CCCO1 (configuration not stated)	-14	-15
COc1ccc(C(=O)Nc2cccc(-c3nc4ncccc4o3)c2C)cc1OC	10	4
COc1ccc(NC(=O)c2sc3cc(C)ccc3c2Cl)cc1	1&-3	-3&4
O=C(NCCc1csc2nc(-c3cccs3)nn12)C1CC(=O)N(c2ccccc2)C1 (configuration not stated)	3	-8
NC(=O)c1ccc(NC(=O)C(=O)c2c(O)[nH]c3ccccc23)cc1	2	-5
Cn1c(SCc2ccccc2)nnc1-c1cccc(NC(=O)c2ccccc2F)c1	13	-1
O=C(CSc1nc2ccccc2s1)Nc1ncc2c(n1)CC(c1ccco1)CC2=O (configuration not stated)	5&22	-18&7
Cc1cccc(C(=O)NCCN2CCN(c3ccccc3)CC2)c1	6	0
COc1cccc(-c2ccc(C(=O)N3CCc4ccccc4C3)cn2)c1	-1	-4
COc1ncccc1CNC(=O)Cc1cccnc1	-5	0
Cc1ccc(C2Nc3ccccc3NC3=C2C(=O)CC(c2ccccc2F)C3)cc1 (configuration not stated)	39	-4
O=C(CCCCC(=O)NNC(=O)c1cccs1)NNC(=O)c1cccs1	-5	/
COc1cccc(NC(=O)c2ccc(Cl)cc2)c1	-12	-2
Cc1c(Cl)cccc1N=Cc1c(C(F)(F)F)[nH]n(-c2ccc([N+](=O)[O-])cc2)c1=O	2	-1
COc1cc(C2=NC(=Cc3ccccc3)C(=O)O2)cc(OC)c1OC	/	-7
Cc1ccc(Sc2cc(C(=O)NC3CC3)c3ccccc3n2)cc1	0	-2
Cc1ccc(C(=O)Nc2ccc(S(=O)(=O)N3CCCC3)cc2)cc1C	4	-5
O=C1C(NS(=O)(=O)Cc2cc(F)cc(F)c2)CCN1c1ccccc1 (configuration not stated)	-3	-1
Cc1ccc(NC(=O)CSc2ccc(Nc3ccc(C)cc3)nn2)cc1	4&1	15&-2
COc1cccc(CNC(=O)C2c3ccccc3CC(=O)N2Cc2ccccc2)c1OC (configuration not stated)	8	0
COc1ccc(OC)c(NC(=O)c2cc(S(=O)(=O)N3CCCCC3)ccc2F)c1	13	-1
O=C(CCc1conc1-c1ccc(F)cc1)N1CCN(c2ccc(Cl)cc2)CC1	-1	-8
CC(=O)C=C1N(C)c2ccccc2C1(C)C	/	-17
CCN(CC)CCCNC(=O)c1noc2c1CCCC2	-5	-3
Cc1ccc(N2CCN(CC(=O)O)CC2)cc1	-9	-2
COc1ccc(C(=O)Nc2cccc(C)c2C)cc1	-9	-4
CCCCC(=O)N[C@H]1CC[C@@]23CCCN2C(=O)CCC[C@H]3[C@H]1CCC	-18	-4
O=[N+]([O-])c1ccc(CN2CCN(Cc3ccco3)CC2)cc1	-1	-15
CN(C)CCNC(=O)C(c1ccccc1)c1ccccc1	2	0
CC12CC3CC(C)(C1)CC(CC(=O)N1CCN(S(C)(=O)=O)CC1)(C3)C2	3	/
COc1ccccc1NC(=O)CN(c1ccccc1Cl)S(=O)(=O)c1ccc(C)cc1	-18	3
CC(C)OC(=O)COc1ccc2c(-c3cc4cc(Cl)ccc4oc3=O)cc(=O)oc2c1	44	17
Cc1ccc(OCCCn2ccnc2)cc1	-10	2
CNC(=O)N1CCCN(C2CCN(Cc3ccc(F)cc3)C2=O)CC1 (configuration not stated)	1	1
O=C(O)CSCC(=O)N1CCN(S(=O)(=O)c2cc(Cl)cc(Cl)c2)CC1	/	7
NC(=O)C(Cc1ccccc1)N1CC(=O)NC(=O)C1 (configuration not stated)	-1	-1
CCC(C)NC(=O)C1CC(=O)OC12CCCCC2 (configuration not stated)	-5	-2
O=C(CCc1ccccc1)N1CCc2c(nc3cc(-c4ccccc4)[nH]n3c2=O)C1	72*	8
O=C(NCc1cccs1)c1ccc(-c2cccnc2)nc1	-5	2
Cc1nnc2c(N3CCN(C)CC3)nc3ccccc3n12	-1	-10
CCOc1cc(C2C=C(c3cccc(C)c3)Nc3ncnn32)ccc1OC(F)F (configuration not stated)	-2	-7
Cc1ncc(CO)c2cc(C(=O)Nc3cccc(Cl)c3)c(=Nc3ccccc3)oc12	-1	-5

# (next part)
molecule	mHTT CaM bind	Pf apPOL block
O=C(CSc1nnc(-c2ccncc2)o1)c1ccc(-c2ccccc2)cc1	/	10
CCN(CC)C(=O)c1cc2c(s1)CCC(C(=O)NC1CC1)C2 (configuration not stated)	0	-3
Cc1ccc(-c2nc(C=Nc3ccccn3)c(O)o2)cc1	9	-2
O=C1Nc2ccccc2OC1C(=O)N1CCC(Cc2ccccc2)CC1 (configuration not stated)	-10	-2
CCC(=O)Nc1ccc(NC(=O)CC(C)C)cc1	1	-10
Cc1ccccc1/C=C1\Sc2ccccc2N(CC(=O)NC2CCCC2)C1=O	-2	1
COCCn1c(SCC(=O)NCc2ccc3c(c2)OCO3)nnc1-c1c[nH]c2ccccc12	-4	0
CCOc1ccccc1NC(=O)N1CCc2nc(-c3ccc(OC)cc3)ncc2C1	15	-3
COCC(=O)N1CCC(O)(c2ccccc2)C(N2CCCC2)C1 (configuration not stated)	5	-2
CC(C)(C)c1ccc(C(=O)NC(N2CCOCC2)C(Cl)(Cl)Cl)cc1 (configuration not stated)	-3	1
CCCC(=O)Nc1c2c(nn1-c1cccc(C)c1C)CS(=O)(=O)C2	-4	-7
O=S1(=O)N[C@@H](Cc2ccccc2)COc2cc(NC3CC3)ccc21	-8	-15
Cc1ccc2c(c1)C1(C(=O)N2)N2CC3(C)CN1CC(C)(C2)C3=O (configuration not stated)	-5	-4
O=C(NCc1ccccc1)C1CCN(S(=O)(=O)c2ccc(Br)s2)CC1	1	-10
CCOC(=O)Cc1csc(NC(=O)CN(C)C(=O)c2ccc(=O)[nH]c2)n1	0	-1
Cc1ccc(C(=O)N2CCC(C(=O)N3CCC(Cc4ccccc4)CC3)CC2)cc1	24	8
COCCCn1c(=N)c(S(=O)(=O)c2ccccc2)cc2c(=O)n3ccccc3nc21	5	-12
COc1cccc(NC(=O)C2Oc3ccccc3NC2=O)c1 (configuration not stated)	-2	3
CCOCC(=O)NCC1CCN(C(=O)Nc2ccc(F)cc2)CC1	6	1
Cc1ccc(C(O)=C2C(=O)C(=O)N(C)C2c2ccc(N(C)C)cc2)cc1 (configuration not stated)	6	4

# 2 of the compounds above, as labelled records:
CCN(CC)CCCNC(=O)c1noc2c1CCCC2
  mHTT CaM bind: -5 | Pf apPOL block: -3
Cc1ccc(N2CCN(CC(=O)O)CC2)cc1
  mHTT CaM bind: -9 | Pf apPOL block: -2

# (further entries)
molecule	mHTT CaM bind	Pf apPOL block
O=C(Nc1ccc(Br)cc1F)c1cc(S(=O)(=O)NC2CCCC2)ccc1F	15	-1
CCCCCc1ccc(-c2cn(CN3C(=O)c4ccccc4C3=O)nn2)cc1	-3	-3
Cn1c(=O)[nH]c(=O)c2c1ncn2CCNC1=NCCCCC1	-4	3
O=C(c1cccc(Cl)c1)N1CCc2nc(-c3ccc(F)cc3)ncc2C1	-5	-3
OC1(c2ccccc2)Oc2ccccc2N=C1c1ccccc1 (configuration not stated)	3	/
O=C1C2C3c4ccccc4C(c4ccccc43)C2C(=O)N1CN(C(=O)C(F)(F)F)c1ccccc1 (configuration not stated)	43	-3
Cc1cccc(C)c1-c1cncc(C(=O)NC2CC2)c1	-2	1
Cc1noc(C)c1CN1CCN(C(=O)CN2C(=O)CCC2=O)CC1	-16	-4
CCc1cc(C(=O)O)c(NC(=O)c2cccc(C)c2)s1	1	-2
O=C(NCc1ccc(F)cc1)C1CCN(c2cc(N3CCCC3)ncn2)CC1	-1	-1
CCc1csc(C2CCCN(C(=O)C3CCCC3)C2)n1 (configuration not stated)	8	0
O=C1C2CCC3(CC2C(=O)N1Cc1ccccc1)OCCO3 (configuration not stated)	7	-1
COc1ccc(S(=O)(=O)Nc2cc(C)ccc2C)cc1Br	12	-7
Cc1ccc(C2C=C(c3ccc(I)cc3)Nc3ncnn32)cc1 (configuration not stated)	1	6
O=C(Nc1cnc(N2CCOCC2)nc1)c1ccc(Cl)cc1	2	-4
CN(C)c1ccc(C=C2SC(=O)N(CC(=O)Nc3ccccc3C(F)(F)F)C2=O)cc1	12	-5
O=C(Nc1ccc(F)c(Cl)c1)c1cc([N+](=O)[O-])nn1Cc1ccccc1	92*	-7
CCOc1ccc(-n2c(=O)c3sccc3n(CC(=O)NC3CCCC3)c2=O)cc1	-2	3
C=CC[n+]1ccc(/C=C/c2ccccc2O)c2ccccc21	69*	-4
COC(=O)NCCc1cccc(Cl)c1	-9	0
COc1ccc(Oc2ccc(N=Cc3ncc([N+](=O)[O-])n3C)cn2)cc1	/	-3
COc1ccc(-n2nc(C)c3sc(N4CCC(NC(=O)CC(C)C)CC4)nc32)cc1	3	-7
Cc1ccc(N2C(=O)C3C4C=CC(CC4)C3C2=O)cc1Cl (configuration not stated)	-5	3
CC(C)(Oc1ccc(Cl)cc1)C(=O)NC1CCCCCC1	-14	3
COc1ccc(N2C(=O)CSC2c2ccncc2)cc1 (configuration not stated)	4	4
COc1ccc(C(=O)NC2(c3nc(-c4cccnc4)no3)CCCCC2)cc1F	5	4
Cc1ccc(C23CC4CC(CC(Cl)(C4)C2)C3)cc1[N+](=O)[O-]	-9	-2
COCC(=O)N1CCCCC1c1nncn1CC1CC1 (configuration not stated)	-5	3
Cc1cc(C2CCCN2C(=O)C2CCCC2)on1 (configuration not stated)	-2	-5
O=C(COc1ccc(Br)cc1)NCc1cccs1	-9	-1
CC(C)(C)NC(=O)c1ccccc1C(=O)NC(C)(C)C	-5	-7
CC(C)CCNC(=O)c1n[nH]c2c1CN(C(=O)c1ccccc1Cl)CC2	-1	-4
CC1=C(C(=O)Nc2cccc(F)c2)C(c2ccccc2Cl)C2=C(CC(C)(C)CC2=O)N1 (configuration not stated)	10	-3
CCS(=O)(=O)Nc1ccc(C)c(C)c1	-4	4
Cc1ccc(NS(=O)(=O)c2cc(Br)cc3c2N(C(=O)C2CC2)CC3)cc1C	7	-8
CCc1cc2c(=O)c(-c3nc4ccccc4n3C)c(CCC(=O)O)oc2cc1O	2	0
Nc1ccn([C@@H]2O[C@H](CO)[C@@H](O)[C@@H]2O)c(=O)n1	/	1
COc1ccc(C=CC(=O)N(C)C2CCCCC2)cc1Br	23	-6
CC(=O)CC[C@H]1CC[C@]2(CCCN(S(C)(=O)=O)C2)O1	2	-14
Cc1ccccc1C1=N/C(=C\c2cccnc2)C(=O)O1	-1	4

# The closing 3 records of the section above lead into the next.
molecule	mHTT CaM bind	Pf apPOL block
COc1ccc(C=CC(=O)N(C)C2CCCCC2)cc1Br	23	-6
CC(=O)CC[C@H]1CC[C@]2(CCCN(S(C)(=O)=O)C2)O1	2	-14
Cc1ccccc1C1=N/C(=C\c2cccnc2)C(=O)O1	-1	4
Cc1cc(C)cc(C(=O)N2CCCC(COc3cccc(C(=O)N4CCCC4)c3)C2)c1 (configuration not stated)	-6	-1
COC(=O)c1ccc(Cn2cc(-c3nc(-c4cnccn4)no3)ccc2=O)o1	-7	-2
O=[N+]([O-])c1ccc2nccnc2c1	-2	/
N#Cc1c(NC(NC(=O)c2ccco2)C(=O)c2ccccc2)sc2c1CCCC2 (configuration not stated)	8	-4
O=C(O)C1CCCCC1C(=O)NCc1ccncc1 (configuration not stated)	-4	-3
CCC(C)Sc1nnc(NC(=O)NC(C)(C)C)s1 (configuration not stated)	-4	-3
Cc1ccc(C(C)C)c(OCC(=O)Nc2ccccc2N2CCOCC2)c1	-9	3

# Some of the compounds tested; rates above refer to the full screens.
